EPAC1 ag = qHTS for Agonist of cAMP-regulated guanine nucleotide exchange factor 3 (EPAC1): primary screen | Rap guanine nucleotide exchange factor 3 (Homo sapiens), O95398 | EPAC1 agonist qHTS, biochemical assay; response scale: 100% = response to 6.5 mM cAMP | Potency, µM (doses to about 154 µM), without a hit: top-dose activation, usual class: activators | 360,000 compounds, 0.073% hits | AID 720707, 2013; note: potency is the fitted concentration of half-maximal effect; nearly all actives have a fitted effect of over 60% in size
Target sequence (O95398 whole entry, looked up): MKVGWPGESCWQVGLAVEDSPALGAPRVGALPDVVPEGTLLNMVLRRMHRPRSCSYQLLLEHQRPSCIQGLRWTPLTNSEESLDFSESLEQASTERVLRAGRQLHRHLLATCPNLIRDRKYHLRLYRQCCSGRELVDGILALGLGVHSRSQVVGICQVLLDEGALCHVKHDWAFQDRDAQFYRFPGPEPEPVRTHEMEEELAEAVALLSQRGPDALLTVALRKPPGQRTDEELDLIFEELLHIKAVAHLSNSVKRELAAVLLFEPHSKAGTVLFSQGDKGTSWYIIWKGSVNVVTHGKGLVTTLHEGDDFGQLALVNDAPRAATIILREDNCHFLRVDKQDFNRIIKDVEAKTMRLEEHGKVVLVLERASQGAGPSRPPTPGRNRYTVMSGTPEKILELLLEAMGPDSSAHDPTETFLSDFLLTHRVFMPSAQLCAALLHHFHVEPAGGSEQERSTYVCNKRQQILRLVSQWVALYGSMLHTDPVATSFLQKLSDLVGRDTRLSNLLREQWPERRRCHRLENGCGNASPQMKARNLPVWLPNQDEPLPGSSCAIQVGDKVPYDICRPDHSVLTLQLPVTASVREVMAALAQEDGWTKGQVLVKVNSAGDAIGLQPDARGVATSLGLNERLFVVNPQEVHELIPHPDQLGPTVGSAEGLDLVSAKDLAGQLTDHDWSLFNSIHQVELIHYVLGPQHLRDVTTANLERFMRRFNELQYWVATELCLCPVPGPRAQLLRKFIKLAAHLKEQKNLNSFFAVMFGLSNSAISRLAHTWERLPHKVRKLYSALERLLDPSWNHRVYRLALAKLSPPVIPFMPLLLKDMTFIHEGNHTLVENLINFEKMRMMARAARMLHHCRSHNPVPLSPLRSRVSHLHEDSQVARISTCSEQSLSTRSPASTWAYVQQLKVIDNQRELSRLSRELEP
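Normalized to 6.5 mM cAMP, activity reflects EPAC1-catalysed release of BODIPY-GDP from Rap1B, followed kinetically over 30 min at 480 nm excitation, 540 nm emission. Reaction contained 100 nM EPAC1, 250 nM Rap1B-BODIPY-GDP, 50 uM GDP.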
EPAC1 antag = qHTS for Antagonist of cAMP-regulated guanine nucleotide exchange factor 3 (EPAC1): primary screen. Rap guanine nucleotide exchange factor 3 (Homo sapiens), O95398. EPAC1 GEF assay, Rap1b-BODIPY-GDP exchange fluorescence. Potency, µM (titrated, usually from 115 µM), without a hit: at the top dose activity change, negative = inhibition, usual class: inhibitors. 360,000 compounds, 0.14% hits. AID 720709, 2013;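 note: potency is the fitted concentration of half-maximal effect; plate controls were vehicle for no effect and positive control for full effect; nearly all actives have a fitted effect of over 50% in size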
PI5P4K alpha inh = qHTS for Inhibitors of phosphatidylinositol 5-phosphate 4-kinase (PI5P4K); PI5P4Kalpha enzyme, ADP-Glo luminescence, 60 min; stronger effect = lower value; max response, %; 330,000 compounds, 1.2% hits; AID 652105, 2013; active = max response of -50% or lower; inconclusive = between -30% and -50%; inactive = -30% or higher; note: value at the top dose of about 77 µM; % is set by controls: 0 for no effect and ±100 for the full control effect
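PI5P4Kalpha ADP-Glo assay; 5 microM ATP final; 60 min RT reaction; HEPES pH 7.4/EGTA/CHAPS, 5% DMSO; controls lacking substrate or enzyme; luminescent end-point.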
PLK1 PBD block = qHTS for Inhibitors of PLK1-PDB (polo-like kinase 1 - polo-box domain): Primary Screen. 360,000 compounds, 2.8% hits. Potency, µM, for inactives: max response, negative = inhibition, actives largely listed as inhibitors. Plk1 PBD binding of FITC phosphopeptide, fluorescence polarization. Serine/threonine-protein kinase PLK1 (Homo sapiens), P53350; note: potency is the fitted concentration of half-maximal effect; series mostly up to about 57 µM; % is set by controls: 0 for no effect and ±100 for the full control effect; nearly all actives have a fitted effect of over 65% in size
EPAC2 ag = qHTS for Agonist of cAMP-regulated guanine nucleotide exchange factor 4 (EPAC2): primary screen; Rap guanine nucleotide exchange factor 4 (Homo sapiens), Q8WZA2; Potency, µM (titrated, usually from 154 µM), inactives show top-dose activation, most hits filed as activators; EPAC2 activation, biochemical qHTS; response scale: 100% = 6.5 mM cAMP response; 360,000 compounds, 0.079% hits; AID 720711, 2013; note: potency is the fitted concentration of half-maximal effect; nearly all actives have a fitted effect of over 50% in size
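Guanine nucleotide exchange by EPAC2 is measured as reduced fluorescence of BODIPY-GDP once it is released from 250 nM Rap1B. Plates are read kinetically for 30 min at room temperature; results are scaled to 6.5 mM cAMP.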
IL2 activator = qHTS of IL-2 Activators | 360,000 compounds, 0.065% hits | activation, % (series mostly up to about 46 µM) | IL-2 activation reporter assay, cell-based qHTS; stimulated with anti-CD3/CD4/CD28 beads; in transgenic mouse T cells; in the data active = activation above about 50%; inconclusive = mostly about 30% to 49%; note: 0% is about no effect
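Unstimulated transgenic mouse T cells; 60-min compound exposure; bead-based TCR/CD4/CD28 stimulation; 18 h culture, 37 degrees C; dual fluorescence (EGFP, DsRed) plate cytometry.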
WRN helicase inh = qHTS for Inhibitors of WRN Helicase; Potency, µM (top dose mostly 114 µM), inactives show top-dose activity change, negative = inhibition, actives largely listed as inhibitors; Bifunctional 3'-5' exonuclease/ATP-dependent helicase WRN (Homo sapiens), Q14191; 360,000 compounds, 0.46% hits; WRN helicase unwinding, fluorescent forked duplex, kinetic; note: potency is the fitted concentration of half-maximal effect; % is set by controls: 0 for no effect and ±100 for the full control effect; nearly all actives have a fitted effect of over 55% in size
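Kinetic red-fluorescence monitoring (525/598 nm) tracks WRN helicase activity after 100 nM fluorophore-quencher forked duplex and 2 mM ATP are added to 20 nM enzyme pretreated 15 min at room temperature with compound.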
CCT modulator = High-Throughput Screening for Modulators of Cytosolic Chaperonin Activity; purified chaperonin ATPase assay, HTRF ADP detection, 30 min; activity change, % (test concentration not listed), hits read low; 360,000 compounds, 0.3% hits; in the data active = activity change below about -30%; note: % is set by controls: 0 for no effect and ±100 for the full control effect
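Enzyme 40 or 20 nM (batch-dependent) in Tris pH 7.4/KCl/MgCl2/DTT; cpd 76 uM single point; ATP 10 uM; 30 min 37 °C; Transcreener ADP HTRF detection, 30 min RT; ratio 665/615.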
The depositor's hits bear a star; ? = inconclusive; / = not tested or not shown; [ ] = dose if it differs, or a comment. Unless noted, calls come from the whole dose curve; as a rule, active = well fitted curve in the direction sought with a large enough effect; inconclusive = small, poorly fitted or top-dose-only effect, or another doubt; inactive = no such curve, though single readings can be large; an effect the other way counts as inactive or inconclusive. The list is partial, so the mix of outcomes need not match the whole.

Values run as follows: EPAC1 ag	EPAC1 antag	IL2 activator	CCT modulator	EPAC2 ag	PLK1 PBD block	WRN helicase inh	PI5P4K alpha inh
1	Cc1ccsc1C(=O)C1CCCN(CCO)C1 (stereo not drawn)
 : -3.9%	7.1%	-0.1	0.4	0.2%	0.4%	-4.6%	-1.7
2	Cc1cccc(NC(=O)C(C)N2CC=C(c3ccccc3)CC2)c1 (stereo not drawn)
 : 3.4%	-5.6%	-2.0	0.7	9.2%	4.5%	-7.4%	10.7
3	CCCCn1c(O)c(C(CC)=NCCN2CCOCC2)c(=O)[nH]c1=O
 : 8.8%	6.1%	-0.7	12.3	12.2%	-11.8%	-5.8%	/
4	COc1ccccc1OCC(=O)N1CCCC(N2CCN(c3ccc(F)cc3)CC2)C1 (stereo not drawn)
 : -7.3%	8.2%	-2.9	-1.5	0.3%	2.2%	-7.6%	-4.7
5	NC(Cc1ccccc1)c1nn[nH]n1 (stereo not drawn)
 : -7.4%	-7.1%	1.8	-1.7	6.3%	-2.8%	-4.7%	4.0
6	Cc1ccccc1N1C(=O)NC(=O)/C(=C/c2ccc(N3CCOCC3)o2)C1=O
 : 18.5%	24.8%	4.4	0.5	-9.2%	89.6%[activator]	-7.5%	-7.4
7	CCN(CC)C(=O)c1ccc(NC(=O)COc2ccc(-c3nn(C)c(=O)c4ccccc34)cc2)cc1
 : -1.3%	2.9%	-4.4	1.3	-2.0%	1.4%	1.1%	4.3
8	O=c1[nH]c(=O)n(Cc2ccccc2Cl)c(O)c1C=Nc1ccc(F)cc1
 : -5.0%	-23.4%	-1.8	0.1	-3.6%	-5.9%	-2.5%	7.9
9	COc1cc(/C=C2\C(=O)NC(=O)N(c3ccccc3)C2=O)cc(OC)c1O
 : 5.7%	-4.7%	0.1	-1.0	-9.3%	?	-29.0%	/
10	O=C(c1ccc(Cl)cc1)N1CCC2(CC1)OCCO2
 : 4.0%	11.4%	-0.1	0.3	8.8%	-7.9%	4.5%	-0.6
11	CCCCn1nnnc1C(c1cccc(OC)c1OC)N1CCC2(CC1)C(=O)NCN2c1ccccc1 (stereo not drawn)
 : 4.5%	4.7%	-0.2	-0.3	3.1%	-2.9%	-2.8%	-1.7
12	Cc1cc(=O)oc2cc(OCC(=O)N3C[C@H]4C[C@@H](C3)c3cccc(=O)n3C4)ccc12
 : -24.7%	-9.3%	-0.3	-1.2	14.3%	-0.9%	6.3%	-6.1
13	O=C(N/N=C/c1c(O)n(Cc2ccc(F)cc2)c(=O)[nH]c1=O)c1ccccc1
 : 6.2%	9.1%	0.7	-3.1	-5.0%	5.1%	-3.3%	?
14	CC12Cc3cn[nH]c3C=C1CCC1C2CCC2(C)C1CCC2(C)O (stereo not drawn)
 : -3.4%	-8.0%	-0.4	-1.4	2.2%	-1.1%	10.6%	-4.8
15	COc1ccc(CCNCc2ccc(SC)cc2)cc1
 : 16.5%	3.4%	-0.3	-0.1	6.6%	-10.9%	-7.8%	/
16	CCCCn1c(C)c(C(=O)O)c2cc(OC)c3ccccc3c21
 : -4.3%	-15.2%	-2.4	-0.8	-1.8%	3.0%	0.0%	29.0
17	NS(=O)(=O)c1ccc(-c2ccc(C=C3C(=O)NC(=O)NC3=O)o2)cc1
 : -3.9%	?	-0.6	-1.7	7.7%	2.67µM*	-24.3%[11.6 µM]	-63.9*
18	COc1cccc(Oc2coc3cc(OC(=O)N(C)C)ccc3c2=O)c1
 : -4.9%	-28.5%	-5.8	-1.7	17.2%	-14.4%	0.5%	4.9
19	CCC(C)N1C(=O)/C(=C\c2cc3c4c(c2)CCCN4CCC3)C(=O)NC1=S (stereo not drawn)
 : -2.4%	20.8%	-0.6	-3.6	-4.8%	0.947µM*	?	?
20	CC(=O)c1ccc(NC(=O)N2C[C@H]3C[C@@H](C2)c2cccc(=O)n2C3)cc1
 : -9.9%	-11.4%	0.4	0.5	-8.1%	2.7%	10.5%	-1.4
21	COc1ccc(CCNCc2ccncc2)cc1
 : -3.4%	-6.6%	0.2	1.2	11.4%	-11.8%	7.3%	1.3
22	CN(CC#CCN1CCCC1)C(=O)c1cccc(Cl)c1
 : /	4.0%	-0.2	/	0.3%	/	/	/
23	C=CCn1c(O)c(C(C)=NCc2cc(OC)cc(OC)c2)c(=O)[nH]c1=O
 : -0.2%	1.9%	0.1	-1.6	-1.4%	-13.4%	5.7%	0.3
24	CCOC(=O)C1(CCOc2ccccc2)CCN(Cc2cccc(O)c2)CC1
 : 4.6%	-4.8%	-4.3	1.0	-1.0%	-9.6%	5.2%	7.2
25	S=C(S)N1CCCC1
 : -18.9%	-3.0%	-0.8	-1.5	7.9%	?	0.0%	-0.7
26	COc1cc(C2c3cc4c(c(O)c3CC3COC(=O)C32)OCO4)cc(OC)c1OC (stereo not drawn)
 : -0.3%	-8.9%	-2.1	-3.8	3.7%	1.5%	6.0%	-0.1
27	c1ccc2c(N3CCNCC3)nsc2c1
 : -6.6%	0.8%	0.8	2.3	0.2%	-12.2%	1.7%	2.2
28	Cc1ccc(C)c(C2(O)CC(C)N(C)CC2C)c1 (stereo not drawn)
 : -5.6%	-6.7%	-2.6	-0.8	-7.6%	-11.1%	-30.5%[57.1 µM]	-10.1
29	CCC(=NCc1cccnc1)c1c(O)n(-c2ccc(C)cc2)c(=O)[nH]c1=O
 : 11.0%	-15.9%	-0.2	-1.2	11.2%	6.9%	-13.3%	-1.4
30	CCn1cc(C(=O)c2cccs2)c2ccccc21
 : 3.3%	8.3%	-2.8	1.5	17.4%	-1.3%	-8.3%	/
31	COc1ccc(C2(c3cccc(O)c3OC)CCN(C(C)=O)CC2)cc1O
 : 6.4%	0.6%	0.3	/	-0.1%	/	/	/
32	CCOc1ccccc1CN1C2CCC1CC(c1ccc(C)cc1)C2 (stereo not drawn)
 : -10.9%	-10.4%	-0.6	3.6	5.9%	-1.2%	-9.9%	-0.2
33	CC(=O)N1CCCSC1=Nc1ccccc1
 : -6.3%	-1.8%	-0.6	-0.9	0.2%	-1.2%	-18.4%	1.3
34	O=C1NC(c2cccnc2)Nc2sc3c(c21)CCCC3 (stereo not drawn)
 : -7.3%	8.4%	-1.9	0.3	-13.3%	?	-13.8%	-12.2
35	CCCCn1c(O)c(/C(C)=N/NC(=O)Nc2ccccc2)c(=O)[nH]c1=O
 : 2.1%	-17.1%	0.0	-1.9	0.0%	3.3%	-1.1%	-13.6
36	O=C(COc1ccc(Cl)cc1)N(c1ccccc1Cl)C1CN2CCC1CC2 (stereo not drawn)
 : -5.5%	-29.9%	-0.4	-2.1	13.6%	-12.1%	?	11.1
37	C=CCN1CC[C@]23c4c5ccc(O)c4OC2C(O)C=CC3[C@H]1C5 (stereo partly drawn)
 : -3.0%	-2.7%	1.6	-1.8	9.3%	-5.0%	0.5%	4.2
38	C[N+](C)(C)CC1CCCC1=O (stereo not drawn)
 : -1.5%	1.9%	-3.4	-2.9	-4.7%	-0.1%	5.9%	-6.1
39	Cc1[nH]c2ccccc2c1C(=O)C(=O)N1CCC2(CC1)OCCO2
 : -1.7%	3.9%	0.0	-1.6	1.4%	-2.5%	-12.4%	-17.2
40	CC1CN(c2ccc([N+](=O)[O-])cc2Cl)CCN1 (stereo not drawn)
 : -9.4%	-17.3%	-2.8	-1.2	0.9%	-4.3%	12.4%	-3.0
41	CCc1ccc(-n2c(O)c(C=NCCN(CC)CC)c(=O)[nH]c2=O)cc1
 : 4.2%	13.9%	-1.2	1.1	-6.5%	?	4.4%	2.6
42	C=CCN1C(=O)/C(=C/c2cc(C)n(-c3cccnc3)c2C)C(=O)NC1=S
 : 7.7%	-1.6%	-2.4	-0.8	-6.8%	1.5µM*	?	-66.8*
43	C=C1C(=O)O[C@H]2[C@H]1[C@H](OC(=O)CC(=O)O[C@@H]1C[C@@H](C)[C@@H]3C=CC(=O)[C@@]3(C)[C@H]3OC(=O)C(=C)[C@H]13)C[C@@H](C)[C@H]1C=CC(=O)[C@]12C
 : 6.9%	-26.9%	0.2	-0.6	11.3%	?	?	-16.7
44	CN(C)C(CNC(=O)Cc1c(Cl)cccc1Cl)c1ccccc1 (stereo not drawn)
 : -1.8%	-5.7%	1.5	-0.7	6.3%	-14.9%	7.8%	5.7
45	COC(=O)C1=C(c2cccc(OCc3ccccc3)c2)C[C@@H]2CC[C@H]1N2C(=O)NCc1cccc(F)c1
 : 2.1%	7.8%	0.2	0.6	5.0%	3.8%	1.1%	6.5
46	CN1C(=O)NC(=O)C2(Cc3ccccc3N3CCOCC32)C1=O (stereo not drawn)
 : 9.1%	2.1%	-1.5	-1.7	-2.6%	-9.3%	9.5%	/

Arranged by SMILES length (descending): 4 of the compounds above
Values run as follows: EPAC1 ag	EPAC1 antag	IL2 activator	CCT modulator	EPAC2 ag	PLK1 PBD block	WRN helicase inh	PI5P4K alpha inh
43	C=C1C(=O)O[C@H]2[C@H]1[C@H](OC(=O)CC(=O)O[C@@H]1C[C@@H](C)[C@@H]3C=CC(=O)[C@@]3(C)[C@H]3OC(=O)C(=C)[C@H]13)C[C@@H](C)[C@H]1C=CC(=O)[C@]12C
 : 6.9%	-26.9%	0.2	-0.6	11.3%	?	?	-16.7
46	CN1C(=O)NC(=O)C2(Cc3ccccc3N3CCOCC32)C1=O (stereo not drawn)
 : 9.1%	2.1%	-1.5	-1.7	-2.6%	-9.3%	9.5%	/
44	CN(C)C(CNC(=O)Cc1c(Cl)cccc1Cl)c1ccccc1 (stereo not drawn)
 : -1.8%	-5.7%	1.5	-0.7	6.3%	-14.9%	7.8%	5.7
32	CCOc1ccccc1CN1C2CCC1CC(c1ccc(C)cc1)C2 (stereo not drawn)
 : -10.9%	-10.4%	-0.6	3.6	5.9%	-1.2%	-9.9%	-0.2

Compound activity (PubChem)
